Arr AP2 block: inhibitors of beta-arrestin/AP2 binding, primary screen, biochemical, GPCR trafficking, flow cytometry; beta-arrestin 1 C-terminal peptide binding to AP2 beta2-adaptin appendage (human); actives 0.31% (n = 340,000); inhibition, % at 10 µM; FITC-arrestin peptide / GST-AP2 beads; AP2 beta2 appendage carries R879A mutation;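 active means inhibition above a set limit, near 3 SD of compounds lacking own fluorescence, cut at about 54% in these data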;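 further: plate controls were DMSO wells for no effect and 5 µM unlabelled arrestin peptide for full effect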
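Measured by: flow cytometry, FL1 (488/535 nm); Material: AP2 appendage R879A on GSH beads; Evaluation: percent response; Timing: pre-incubation 12 min, peptide binding 1 h, room temperature; Also added: 50 nM FITC-arrestin peptide; Medium: PBS with 0.05% Tween 20 and 0.1% BSA.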
Cardiac RTF inh: cardiac RTF calcium sensitivity inhibitors, primary screen, biochemical, IANBD-TnC fluorescence, EC70 calcium; Troponin I, cardiac muscle (Homo sapiens) + Troponin T, cardiac muscle (Homo sapiens) + …; IANBD-labeled cardiac RTF, Ca2+ fluorescence; inhibition, % at 7.15 µM; actives 0.12% (n = 340,000);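 active means inhibition above the mean inhibition of all tested compounds plus 3 SD, cut at about 17% in these data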;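 further: assay run at fixed EC70 calcium of 1.6 mM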
RTF Ca sens act: cardiac RTF calcium sensitivity activators, primary screen, biochemical, IANBD-TnC fluorescence, EC20 calcium; Troponin I, cardiac muscle (Homo sapiens) + Troponin T, cardiac muscle (Homo sapiens) + …; IANBD-labeled TnC RTF fluorescence at EC20 calcium; 0% EC20 calcium, 100% full calcium; activation, % at 7.2 µM; actives 0.24% (n = 340,000); AID 493008, 2010;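 active means activation above the mean over all tested compounds plus 3 SD, cut at about 30% in these data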;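 further: rise in fluorescence read as greater calcium sensitivity of cardiac thin filaments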
Wnt bcat act: Wnt/beta-catenin pathway activators, primary screen, cell-based, plate reader, single point | Wnt/beta-catenin reporter cell assay, activator | activation, % at 9.35 µM | actives 1.2% (n = 300,000); in the data active means activation above about 30%, passing the limit was not always enough;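 further: 0% = neutral control wells and 100% = positive control wells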
Pemphigus Ab inh: inhibitors of pemphigus antibody binding to DSG3, primary screen, biochemical, bead-based, flow cytometry, scFv-GFP | DSG3-coupled beads, scFv-anti-DSG3-GFP binding; active compounds read low | binding (percent of control), % at 10 µM | actives 0.48% (n = 310,000) | AID 588358, 2011;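 active means binding more than 3 SD below its plate's average and above zero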;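 further: hits lower antibody fragment binding to DSG3; some compounds called inactive have numbers as strong as hits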
OPRM1-OPRD1 ag: agonists of OPRM1-OPRD1 heterodimerization, primary screen, cell-based, luminescence | cells | activation, % at 9.3 µM | actives 0.3% (n = 340,000) | AID 504326, 2011; in the data active means activation above about 18%;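 further: 0% = vehicle-treated cells and 100% = reference agonist; values of inactives mirror those of a sister screen read the other way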
V-ATPase pH: regulators of yeast V-ATPase proton pumping, primary screen, pHLuorin cytosolic pH fluorescence; S. cerevisiae; actives 0.37% (n = 350,000); response, % at 10 µM; AID 504577, 2011; in the data active means response mostly above about 7.3%, no sharp cut-off; inactive means mostly below about 5.4%; further: actives read high; inactives centre near 0; some compounds called inactive have numbers as strong as hits; reference of the scale not given here
Keap1 Nrf2 FP: Keap1-Nrf2 protein-protein interaction inhibitors, primary screen, biochemical, fluorescence polarization, single point | Kelch-like ECH-associated protein 1 (Homo sapiens), Q14145 | Keap1 Kelch-Nrf2 peptide fluorescence polarization, 1536-well | inhibition, % at 9.4 µM | actives 0.15% (n = 340,000); in the data active means inhibition above about 12%;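 further: human Keap1 Kelch domain with fluorescein labeled Nrf2 9mer peptide probe; 0% = neutral control wells and 100% = peptide positive control; higher means more block of Keap1 binding to Nrf2 peptide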
Target sequence (Q14145 whole entry, looked up, the tested form may be a part): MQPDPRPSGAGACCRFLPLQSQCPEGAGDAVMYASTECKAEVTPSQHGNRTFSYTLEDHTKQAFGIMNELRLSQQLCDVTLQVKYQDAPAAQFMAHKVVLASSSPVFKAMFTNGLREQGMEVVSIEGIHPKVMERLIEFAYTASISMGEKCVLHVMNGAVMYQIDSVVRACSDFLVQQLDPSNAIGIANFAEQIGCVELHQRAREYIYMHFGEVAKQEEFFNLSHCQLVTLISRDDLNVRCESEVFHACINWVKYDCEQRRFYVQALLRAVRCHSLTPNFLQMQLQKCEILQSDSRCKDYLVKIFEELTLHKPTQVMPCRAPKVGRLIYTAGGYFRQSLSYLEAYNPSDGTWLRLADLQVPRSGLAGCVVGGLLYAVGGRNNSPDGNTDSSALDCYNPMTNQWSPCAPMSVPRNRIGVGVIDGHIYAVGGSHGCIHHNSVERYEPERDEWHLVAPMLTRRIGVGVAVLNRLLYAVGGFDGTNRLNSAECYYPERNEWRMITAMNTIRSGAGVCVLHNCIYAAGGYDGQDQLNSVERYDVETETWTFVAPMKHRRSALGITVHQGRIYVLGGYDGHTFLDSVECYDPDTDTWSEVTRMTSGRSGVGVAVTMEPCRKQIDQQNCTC
OPRM1-OPRD1 inv: inverse agonists of MOR-DOR heterodimerization, primary screen, cell-based, luminescence; cell-based MOR-DOR heterodimer luminescence, inverse agonism; inhibition, % at 9.3 µM; Mu-type opioid receptor (Homo sapiens) + Delta-type opioid receptor (Homo sapiens), …; AID 504357, 2011; actives 0.21% (n = 340,000); in the data active means inhibition above about 22%, passing the limit was not always enough;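 further: 0% = cells with DMSO and 100% = wells without cells with DMSO; values of inactives mirror those of a sister screen read the other way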
LANA DNA inh: inhibitors of KSHV C-LANA binding to DNA, primary screen, biochemical, fluorescence polarization, FAM-LBS DNA, MBP-C-LANA, single point | actives 0.078% (n = 340,000) | AID 504423, 2011 | inhibition, % at 9 µM | Kaposi's sarcoma herpesvirus LANA C-terminal domain (residues 932-1162) DNA binding;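 active means highest replicate inhibition at or above 60% at 9 µM, even if other replicates fall short; inactive means all replicates below 60% inhibition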;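 further: 0% = neutral control wells and 100% = 4 µM acridine orange control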
Active calls of the source: *; . = not tested or not shown.

Arr AP2 block | Cardiac RTF inh | RTF Ca sens act | Wnt bcat act | Pemphigus Ab inh | OPRM1-OPRD1 ag | V-ATPase pH | Keap1 Nrf2 FP | OPRM1-OPRD1 inv | LANA DNA inh | Compound
14 | -6 | 0 | 0 | 102 | -1.6 | 2 | -4 | 8 | -0.2 | OC(CN1CCN(Cc2ccccc2)CC1)c1ccccc1 (centres undefined)
11 | -11 | -4 | . | . | 0.8 | 7 | 3 | -5 | -0.3 | CC(C)(C)c1ccc(C(=O)NNc2cc(N3CCCCC3)nc(N3CCCCC3)n2)cc1
-4 | -12 | -16 | 0 | 124 | -0.4 | -2 | 3 | 2 | 1.0 | O=c1c2ccccc2nc(COc2ccccc2)n1/N=C/c1cc([N+](=O)[O-])ccc1O
2 | -2 | -3 | -3 | 113 | -3.1 | -2 | 2 | 12 | 1.5 | Cc1noc(C)c1C(=O)Nc1ccccc1N1CCCC1
23 | -3 | -2 | 4 | 103 | -1.9 | 2 | -1 | 9 | 0.5 | Cc1oc2c(c1C(=O)Nc1ccc(C(=O)O)cc1)CCCC2
3 | -4 | 1 | -1 | . | -1.6 | 0 | -5 | 9 | 0.9 | CCOCCCn1c(SCC(=O)NC2CCCC2)nc2ccccc2c1=O
12 | 3 | -5 | 0 | 111 | -0.2 | -2 | -3 | 1 | -0.7 | COc1ccc(NC(=S)NCc2ccc(Cl)cc2)c(OC)c1
45 | -6 | -3 | -9 | 103 | 1.0 | -1 | -4 | -6 | 0.5 | COc1ccc(CC(=O)NCc2n[nH]c(=S)n2-c2ccc(Br)cc2)cc1
3 | -7 | -3 | 0 | 110 | -2.3 | 0 | -5 | 12 | -0.4 | COc1cccc(C2Nc3ccccc3C(=O)N2Cc2ccccc2)c1 (centres undefined)
30 | -7 | 9 | -3 | 97 | -0.6 | -3 | -4 | 4 | 0.2 | COc1cccc(NC(=O)CN(C)C(=O)CC2CCCCC2)c1
1 | -5 | -4 | . | 108 | -1.0 | 1 | -2 | 5 | 1.7 | NS(=O)(=O)c1ccc(CCNC(=O)c2ccc(NC3=NC4CS(=O)(=O)CC4S3)cc2)cc1 (centres undefined)
1 | -10 | -3 | . | 98 | 2.2 | -3 | 2 | -14 | 0.4 | Cc1oc2c(CN(C)C)c(O)ccc2c(=O)c1-c1cscn1
33 | 1 | -3 | -1 | 104 | -2.9 | -7 | -2 | 14 | 0.4 | FC(F)(F)c1cccc(CN2CCN(c3ncccn3)CC2)c1
-3 | -10 | 3 | . | 107 | -0.3 | -1 | -4 | 1 | -1.0 | Cc1ccnc(SCC(=O)N2CCN(C(c3ccccc3)c3ccccc3)CC2)n1
34 | 6 | -10 | 0 | 103 | -3.8 | 0 | 0 | 18 | 1.5 | COc1ccc(CCNC(=O)CCCc2ccccc2)cc1
0 | -11 | 5 | -1 | 102 | -1.8 | -1 | -6 | 12 | 0.1 | COc1ccc(/C=N/OCC(=O)N(Cc2ccc(OC)cc2)c2ccccc2C(=O)O)cc1
-7 | -5 | -6 | -2 | 107 | -2.5 | -5 | 5 | 12 | 0.5 | O=C(NCCc1ccccn1)c1c(-c2ccsc2)sc2ccccc12
4 | 0 | -3 | -1 | 103 | -3.0 | 1 | -5 | 15 | 1.6 | CC(C)[C@H]1C(=O)Nc2ccccc2N1C(=O)N[C@@H](Cc1ccccc1)C(=O)N[C@@H](Cc1ccccc1)C(=O)O
-5 | -7 | -6 | -2 | 108 | -0.2 | 0 | -2 | 1 | -0.3 | Cc1ccc2sc(N(CCN(C)C)C(=O)c3ccc(S(=O)(=O)N4CC(C)OC(C)C4)cc3)nc2c1C (centres undefined)
10 | 2 | 2 | -14 | 111 | -1.8 | -66 | -2 | 10 | 0.8 | CCSc1ccc(-c2nn(-c3ccccc3)cc2/C=C(/C#N)C(=O)NC)cc1
5 | -4 | 3 | -1 | 107 | -0.7 | 3 | -3 | 4 | -0.5 | COc1ccc(-c2cn(-c3ccc(Br)cc3)c3[n+]2CCS3)cc1
-7 | 1 | -2 | -1 | 96 | -6.3 | 0 | 3 | 27 | 4.7 | CCN(C(=O)CSc1nnc(C(C)N(C)C)n1-c1ccc(F)cc1)C1CCS(=O)(=O)C1 (centres undefined)
-8 | -5 | 1 | 0 | 73 | -2.0 | -1 | -2 | 9 | -0.6 | O=C(CN1C(=O)NC(c2ccccc2)(c2ccccc2)C1=O)NC1CCCCC1
9 | -7 | -10 | . | 89 | -1.0 | 7 | 6 | 6 | -0.5 | CCC(CO)n1c(SCc2cc([N+](=O)[O-])cc3c2OCOC3)nc2ccccc2c1=O (centres undefined)
-5 | -3 | -3 | . | 103 | -1.9 | 6 | -3 | 10 | 2.8 | Cc1ccc(C(=O)COC(=O)c2cc(Cl)nc3ccccc23)cc1C
-6 | -6 | 3 | . | 99 | 0.5 | 4 | 2 | -3 | -0.8 | CCC(C(=O)NCc1ccc(F)cc1)N(Cc1ccco1)C(=O)c1snc(C(N)=O)c1N (centres undefined)
4 | 2 | 11 | 23 | 107 | -2.2 | 0 | -8 | 12 | 0.5 | CC(C)(C)N1[C@@H](CC(=O)O)c2cc(C(F)(F)F)ccc2S1(=O)=O
1 | 7 | -3 | 0 | 124 | -0.9 | -3 | 0 | 5 | -0.6 | Cc1cc(Br)ccc1NC(=O)CNC(=O)Cc1ccc(S(=O)(=O)N2CCOCC2)s1
35 | -3 | -2 | 2 | . | -2.4 | -5 | -3 | 12 | -0.9 | COc1ccccc1NS(=O)(=O)c1ccc(Br)s1
25 | 4 | 1 | -3 | 98 | -1.0 | 0 | -5 | 5 | 0.5 | CN1CCc2nc3sc(C(=O)NCc4ccccc4)c(N)c3cc2C1

The last 2 compounds of the part above are carried over, then new ones follow.
Arr AP2 block | Cardiac RTF inh | RTF Ca sens act | Wnt bcat act | Pemphigus Ab inh | OPRM1-OPRD1 ag | V-ATPase pH | Keap1 Nrf2 FP | OPRM1-OPRD1 inv | LANA DNA inh | Compound
35 | -3 | -2 | 2 | . | -2.4 | -5 | -3 | 12 | -0.9 | COc1ccccc1NS(=O)(=O)c1ccc(Br)s1
25 | 4 | 1 | -3 | 98 | -1.0 | 0 | -5 | 5 | 0.5 | CN1CCc2nc3sc(C(=O)NCc4ccccc4)c(N)c3cc2C1
6 | -21 | -4 | -1 | 96 | 1.4 | 1 | -6 | -11 | -1.3 | COc1ccc(-n2nc(C(=O)NCC(=O)NCCCN3CCC(C)CC3)c3ccccc3c2=O)cc1Cl
-10 | -12 | 13 | -1 | 102 | -0.5 | 5 | -9 | 3 | -4.1 | Cc1cc(C)n(-c2ccc(C(=O)O)cc2[N+](=O)[O-])n1
32 | -16 | -6 | -4 | 89 | -0.7 | -1 | -2 | 5 | 1.6 | Cc1cc(C(=O)CCC(=O)NC(C)c2ccc(S(N)(=O)=O)cc2)c(C)s1 (centres undefined)
5 | 12 | 2 | -1 | 99 | 1.4 | -2 | 6 | -7 | 1.0 | COc1nc(-c2ccccc2)nc(C)c1CC(=O)O
4 | -2 | 4 | 8 | 107 | 45* | 0 | -6 | -227 | -1.2 | CC(NCCC1(Cc2ccccc2Cl)CCOC(C)(C)C1)c1cccs1 (centres undefined)
1 | 0 | 4 | . | 106 | -0.5 | -3 | -3 | 2 | -0.8 | CC(=O)Nc1ccc(S(=O)(=O)Nc2nc3ccccc3nc2N2CCCCCC2)cc1
-1 | -4 | 6 | 0 | 101 | -0.5 | 0 | -5 | 3 | 0.7 | C=CCN1C(=O)c2ccc(C(=O)N(CC)CC(=O)Nc3c(F)cccc3F)cc2C1=O
2 | -3 | -3 | -1 | 94 | -2.0 | -3 | 4 | 9 | 1.8 | Cc1nc(NCCc2ccc(Cl)cc2)c2nnn(Cc3ccccc3)c2n1
42 | 10 | -4 | 3 | 100 | -2.8 | -3 | -3 | 15 | 2.8 | COc1ccc(/C=C/C(=O)OCn2c(SC)nnc(C)c2=O)cc1OC
7 | -8 | 2 | -1 | 100 | -1.0 | -1 | 1 | 4 | -1.2 | CC(C)CCn1cnc2c1c(=O)n(C)c(=O)n2C
8 | 0 | 0 | -1 | 106 | -3.2 | 0 | 0 | 16 | -0.3 | CC1=C(C(N)=O)C(c2ccccn2)n2nc(-c3ccccc3Cl)nc2N1 (centres undefined)
-18 | -4 | -5 | -2 | 114 | -2.1 | -3 | -27 | 11 | -0.4 | c1nc2n(n1)C1=C(CCCC1)C1(CCCCC1)N2
11 | -13 | 5 | 0 | 101 | -1.1 | -6 | 0 | 5 | -1.1 | O=C(Nc1ccc(Cl)cc1)N1CCC(CO)(Cc2ccccc2)CC1
7 | -8 | 2 | 5 | 101 | 0.3 | 0 | 0 | -2 | -0.5 | O=C(CCCOc1ccc(Cl)cc1Cl)NCCCn1ccnc1
6 | -6 | -1 | -9 | 94 | -0.2 | -1 | 4 | 1 | -0.1 | Cc1ccccc1NS(=O)(=O)c1cc(C(=O)Nc2cccc(N(C)S(C)(=O)=O)c2)ccc1C

Marked active in OPRM1-OPRD1 ag, of those listed so far:
Arr AP2 block | Cardiac RTF inh | RTF Ca sens act | Wnt bcat act | Pemphigus Ab inh | OPRM1-OPRD1 ag | V-ATPase pH | Keap1 Nrf2 FP | OPRM1-OPRD1 inv | LANA DNA inh | Compound
4 | -2 | 4 | 8 | 107 | 45* | 0 | -6 | -227 | -1.2 | CC(NCCC1(Cc2ccccc2Cl)CCOC(C)(C)C1)c1cccs1 (centres undefined)

(list continues)
Arr AP2 block | Cardiac RTF inh | RTF Ca sens act | Wnt bcat act | Pemphigus Ab inh | OPRM1-OPRD1 ag | V-ATPase pH | Keap1 Nrf2 FP | OPRM1-OPRD1 inv | LANA DNA inh | Compound
-7 | -2 | 1 | 9 | . | -0.3 | 1 | 1 | 1 | 1.6 | O=C(NCCc1ccccn1)c1ccc(OC2CCN(Cc3ccccn3)CC2)cc1
-6 | -4 | -3 | 50* | 97 | -1.8 | 9 | -3 | 9 | 0.8 | COC(=O)c1c(C)[nH]c(C(=O)C(C)OC(=O)C2CC(=O)N(CCc3ccccc3)C2)c1C (centres undefined)
4 | 9 | 6 | 1 | 102 | 3.8 | 0 | -5 | -22 | -0.2 | COc1ccc(SC[C@H](C)CN2CC[C@H](C(C)(C)C)CCC2=O)cc1
34 | 4 | 10 | -5 | . | -1.1 | 2 | -1 | 6 | 2.7 | CN(C)C(CNS(=O)(=O)c1cc([N+](=O)[O-])ccc1Cl)c1ccco1 (centres undefined)
17 | 1 | -7 | -2 | 98 | -2.3 | 0 | -2 | 12 | 2.0 | CCCN=C1N(C)C[C@@H]2[C@@H]3C(=O)N(Cc4ccccc4)C(=O)[C@@H]3[C@](CC)(C(=O)OC)N12
